Compound activity from PubChem.
hIAP block: blocks human intestinal alkaline phosphatase | purified IAP, CDP-Star luminescence, 30 min | P09923 | inhibition, % at 10 µM | AID 2544 | 330,000 compounds, 0.12% hits;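 active means inhibition reaching a set limit with compound at 10 µM in the primary screen, cut at about 35% in these data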;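 further: plate controls were DMSO wells with enzyme for no effect and no-enzyme buffer wells for full effect; values of inactives mirror those of a sister screen read the other way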
Target sequence (P09923 whole entry, looked up): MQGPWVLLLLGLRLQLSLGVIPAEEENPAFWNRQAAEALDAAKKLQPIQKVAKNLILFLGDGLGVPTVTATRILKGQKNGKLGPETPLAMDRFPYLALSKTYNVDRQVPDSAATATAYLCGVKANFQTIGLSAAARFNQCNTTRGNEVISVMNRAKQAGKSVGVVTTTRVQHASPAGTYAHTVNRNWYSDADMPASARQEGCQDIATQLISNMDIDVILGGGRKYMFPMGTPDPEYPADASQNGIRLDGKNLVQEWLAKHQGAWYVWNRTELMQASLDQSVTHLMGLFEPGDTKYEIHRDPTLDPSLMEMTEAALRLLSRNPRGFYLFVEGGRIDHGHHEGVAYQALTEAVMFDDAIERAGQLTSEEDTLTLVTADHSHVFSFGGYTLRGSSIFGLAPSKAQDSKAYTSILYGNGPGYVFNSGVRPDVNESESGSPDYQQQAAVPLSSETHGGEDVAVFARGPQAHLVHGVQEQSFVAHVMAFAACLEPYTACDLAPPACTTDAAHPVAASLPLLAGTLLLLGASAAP
tim10-1 inh: growth inhibitors of tim10-1 mutant yeast | S. cerevisiae tim10-1 ts strain growth, BacTiter-Glo, 24 h | inhibition, % at 20 µM | 330,000 compounds, 2.2% hits | AID 463190;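 active means inhibition of at least 40%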;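 further: mutant grown at 25 °C; 0% = DMSO wells with yeast and 100% = wells holding no yeast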
ATG4B inh: inhibitors of human ATG4B cysteine protease. Q9Y4P1. 340,000 compounds, 0.51% hits. inhibition, % at 8.33 µM. ATG4B cleavage of LC3-PLA2, NBD-HPC fluorescence, 1 h. AID 504462; in the data active means inhibition above about 40%
Target sequence (Q9Y4P1 whole entry, looked up): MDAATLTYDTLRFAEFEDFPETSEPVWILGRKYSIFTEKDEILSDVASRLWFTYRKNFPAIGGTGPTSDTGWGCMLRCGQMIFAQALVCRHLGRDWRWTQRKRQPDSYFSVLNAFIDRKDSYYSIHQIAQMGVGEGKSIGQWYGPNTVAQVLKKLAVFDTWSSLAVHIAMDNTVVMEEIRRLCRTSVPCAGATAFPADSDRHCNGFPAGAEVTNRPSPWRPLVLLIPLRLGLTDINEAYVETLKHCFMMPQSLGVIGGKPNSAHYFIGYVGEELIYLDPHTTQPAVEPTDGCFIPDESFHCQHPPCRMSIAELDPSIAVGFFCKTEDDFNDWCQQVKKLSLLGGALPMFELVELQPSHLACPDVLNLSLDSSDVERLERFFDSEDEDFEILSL
hIAP act: human IAP activation. 330,000 compounds, 0.16% hits. purified human IAP, CDP-Star luminescence, 30 min; stronger effect = higher value; 1 = vehicle-only enzyme, 0 = enzyme-free background. activation factor at 10 µM. AID 2524. P09923;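 active means activation factor of the enzyme at least 2-fold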; further: the source names both 10 and 20 µM as test concentration; values of inactives mirror those of a sister screen read the other way
mIAP activ: mouse IAP activation. muIAP, CDP-Star luminescence, 30 min; stronger effect = higher value; 1 = vehicle-only enzyme signal, 0 = enzyme-free wells. activation factor at 10 µM. 330,000 compounds, 0.24% hits;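 active means activation factor of at least 2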; further: the source names both 10 and 20 µM as test concentration; values of inactives mirror those of a sister screen read the other way
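also added = chemiluminescent substrate CDP-Star | test system = mouse IAP enzyme | signal = chemiluminescence readout | compound = DMSO-dissolved test compounds | incubation = 30 min at room temperature | benchmarks = DMSO wells, no-enzyme wells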
TIM10 inh: TIM10 yeast growth inhibition. S. cerevisiae TIM10 strain growth, BacTiter-Glo luminescence, 24 h. 330,000 compounds, 1.4% hits. inhibition, % at 10 µM;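 active means inhibition of 40% or more at the single tested concentration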;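 further: wild-type TIM10 isogenic control strain grown at permissive 25 °C; 0% = DMSO yeast wells and 100% = minimal medium wells without yeast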
Apaf1 inhib: blocks human Apaf-1 apoptosome activity. inhibition, % at 20 µM. O14727. reconstituted apoptosome caspase-3 activity, DEVD-Rh110 fluorescence. 330,000 compounds, 0.71% hits; active means inhibition of at least 40% at 20 µM;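 further: plate controls were DMSO wells for no effect and DEVD-CHO caspase inhibitor wells for full effect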
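Assay system – apoptosome proteins · Medium – Hepes buffer, pH 7.5 · Also added – cytochrome c with DEVD-Rh110 · Timing – 30 min compound preincubation, 50 min activation, room temperature · Detection – Rh110 fluorescence, excitation 480 nm, emission 540 nm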
NLRP3 yeast inh: NALP3 inhibition in yeast; Yeast reconstituted NLRP3/ASC/caspase-1, beta-gal luminescence, 24 h; inhibition, % at 10 µM; 330,000 compounds, 0.39% hits;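 active means inhibition of 50% or more; inactive means inhibition below 50%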;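 further: plate controls were induced DMSO wells for no effect and uninduced yeast grown without galactose for full effect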
mIAP block: blocks mouse intestinal alkaline phosphatase | purified mouse IAP, CDP-Star luminescence, 30 min | inhibition, % at 10 µM | 330,000 compounds, 0.2% hits;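 active means inhibition of at least 40% at 10 µM in the primary screen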;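 further: plate controls were DMSO with enzyme for no effect and no enzyme wells for full effect; values of inactives mirror those of a sister screen read the other way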
Numbers without * were called inactive. An unsorted share of the library, and some 4.5% of all compounds hit somewhere here.

Below each compound – hIAP block | tim10-1 inh | ATG4B inh | hIAP act | mIAP activ | TIM10 inh | Apaf1 inhib | NLRP3 yeast inh | mIAP block
CN1C(=O)CS(=O)c2ccc(C(=O)NCCC3=CCCCC3)cc21 (stereo not given)
→ 4 | 12 | -3 | 0.96 | 0.95 | 0 | -9 | 14 | 5
O=C(O)c1ccccc1OCc1ccccc1Cl
→ 2 | 0 | 4 | 0.98 | 0.93 | -10 | -21 | 13 | 7
O=C(Nc1ccc2c(c1)CCC2)c1ccccc1F
→ 7 | 26 | 7 | 0.93 | 1.1 | 5 | 0 | 14 | -5
CCNS(=O)(=O)c1ccc(OC)c(C(=O)NC2CCCCC2)c1
→ -5 | 4 | -6 | 1 | 0.94 | -15 | 2 | 29 | 6
CC(Sc1nnc(-c2ccc(OC(F)F)cc2)o1)C(=O)NCC1CCCO1 (stereo not given)
→ -8 | 8 | -3 | 1.1 | 1 | 6 | 3 | 9 | -3
COc1cccc(CN2CCN(Cc3ccc(OC)c(OC)c3)CC2CCO)c1 (stereo not given)
→ -2 | 5 | -5 | 1 | 0.93 | -1 | -2 | 12 | 7
O=C(Cn1cnc([N+](=O)[O-])n1)NCCc1ccccc1
→ -7 | 5 | 9 | 1.1 | 0.97 | 4 | -7 | 15 | 3
Cc1ccc(Cl)cc1NC(=S)N/N=C/c1cccc2ccccc12
→ -23 | 24 | -11 | 1.2 | 0.91 | 1 | 8 | 30 | 9
O=C(Nc1cccc(S(=O)(=O)N2CCOCC2)c1)c1ccc(=O)[nH]c1
→ -1 | -15 | 0 | 1 | 0.97 | -7 | 0 | 4 | 3
CN(CCOc1ccccc1)C(=O)C1CCN(C(=O)c2ccc(Cl)cc2)CC1
→ 24 | 21 | 4 | 0.76 | 1 | -1 | 14 | 5 | -2
COc1ccc(C2=CC(=O)OC3(CCCC3)O2)cc1
→ -9 | 6 | -10 | 1.1 | 1 | 5 | 4 | 3 | 0
Cc1cc(C)cc(S(=O)(=O)Cc2noc(C(=O)NCc3ccccc3)c2C(=O)NCc2ccccc2)c1
→ 2 | 2 | -13 | 0.98 | 0.83 | 2 | 20 | 20 | 17
Cc1ccc(CN2CCNC(=O)C2CC(=O)N(C)C(C2CC2)C2CC2)o1 (stereo not given)
→ -5 | 9 | -8 | 1 | 0.98 | -4 | 5 | 0 | 2
Cc1ccc(C(=O)N(CC(=O)NC2CCCCC2)c2ccccc2C)s1
→ -10 | 39 | -9 | 1.1 | 1.1 | 27 | -3 | 0 | -7
Cc1ccc(Cn2ccc(NC(=O)c3cc(-c4ccc(F)cc4)on3)n2)cc1
→ -4 | 13 | 2 | 1 | 0.98 | -1 | -3 | 1 | 2
N#Cc1cc2c(nc1SCc1ccccc1)CCCC2
→ -2 | 19 | 8 | 1 | 1 | 19 | 4 | -4 | -3
Cc1cc2cc(CNC(=O)NC3CCCCC3)ccc2n1C
→ 8 | 8 | -2 | 0.92 | 0.86 | 10 | 51* | 21 | 14
CCOC(=O)c1c(N)nn(C(=O)c2ccccc2)c1-c1ccccc1
→ -7 | 41* | 0 | 1.1 | 0.96 | 13 | 4 | 6 | 4
Cc1nn(C)c(Oc2cccc(C(F)(F)F)c2)c1C#N
→ 0 | 17 | -11 | 1 | 0.94 | 1 | -8 | -28 | 6
C/C(=N/O)c1cccc(N2Cc3ccccc3C2)c1
→ 2 | 17 | 0 | 0.98 | 1 | -2 | 14 | 7 | -2
CCOC(=O)[C@H]1[C@H]2COc3ccc(Br)cc3[C@@H]2N2C(=O)CN(CC3CCCO3)C(=O)[C@@]12C (stereo not given in full)
→ -10 | 14 | -4 | 1.1 | 0.94 | 2 | -9 | 10 | 6
COc1cc(NC(=O)Nc2cccc3cccnc23)cc(OC)c1OC
→ 11 | 16 | -16 | 0.89 | 1.1 | 31 | 14 | 13 | -6
Cc1ccc(S(=O)(=O)NCCCC(=O)C=[N+]=[N-])cc1
→ 10 | 25 | -9 | 0.9 | 1 | 0 | 3 | -2 | -4
CCN(CC)c1ccc(NC(=O)CN2CCN(c3ccccc3F)CC2)cc1
→ -6 | 16 | -5 | 1.1 | 0.97 | -2 | 23 | 27 | 3
Cc1noc(NS(=O)(=O)c2ccc(NC(=O)CSc3ncccn3)cc2)c1C
→ -25 | -14 | -10 | 1.3 | 1.1 | 5 | 7 | -3 | -9
Cc1nc2ccccc2c(=O)n1/N=C/c1cn[nH]c1-c1ccccc1
→ -12 | 30 | -10 | 1.1 | 0.94 | 9 | -16 | 1 | 6
CCOC(=O)CC(=O)CSc1ncnc2c1oc1ccccc12
→ 9 | -30 | 1 | 0.91 | 0.74 | 7 | 5 | 26 | 26
OCCCn1c(CCNc2nc(-c3ccc(Cl)cc3)cs2)nc2cc(C(F)(F)F)ccc21
→ -1 | 27 | -5 | 1 | 1 | 2 | 13 | 0 | -3
NC(=O)[C@@H]1CCCN1C(=O)[C@@H](Cc1cnc[nH]1)NC(=O)[C@@H]1CCC(=O)N1
→ 2 | -13 | -3 | 0.98 | 0.94 | 4 | -1 | 18 | 6
O=C(COC(=O)C1CCCCC1)Nc1ccc([N+](=O)[O-])cc1
→ -7 | 14 | -8 | 1.1 | 0.91 | 31 | -9 | 1 | 9
COc1cccc(C(=O)c2ncc(C(F)(F)F)cc2Cl)c1
→ -17 | -1 | -3 | 1.2 | 0.9 | -3 | 5 | -26 | 10
O=C(c1ccc2c(c1)OCO2)N1CCC2(CC1)Oc1ccc(Cl)cc1C(=O)C21CC(c2ccccc2)=NO1 (stereo not given)
→ 2 | 25 | 5 | 0.97 | 1.1 | 8 | 19 | 12 | -5
Cc1nn(CC(=O)NCc2cccnc2)c(C)c1[N+](=O)[O-]
→ -2 | -8 | 28 | 1 | 0.96 | -2 | -4 | 13 | 4
CC(C(=O)Nc1nc(-c2ccc(F)cc2)cs1)N1C(=O)C2CC=CCC2C1=O (stereo not given)
→ 19 | 14 | -17 | 0.81 | 0.97 | 17 | 8 | 11 | 3
CCN(CC)CCNCC(O)(c1ccc(Cl)cc1)c1ccc(Cl)cc1
→ -31 | 19 | -7 | 1.3 | 1.1 | 7 | 8 | 11 | -11
CCCCN(CCCC)S(=O)(=O)c1ccc(OC)c2ncccc12
→ 10 | 21 | -17 | 0.9 | 1 | 10 | 19 | 22 | -2
COc1ccc(C2C(C(=O)c3cccs3)=C(O)C(=O)N2Cc2cccnc2)cc1OC (stereo not given)
→ -11 | 4 | -1 | 1.1 | 1 | 0 | 9 | 16 | -4
CC(C)CN(C(=O)CSc1nc2ccccc2c(=O)[nH]1)c1c(N)n(CC(C)C)c(=O)[nH]c1=O
→ -8 | 5 | 2 | 1.1 | 1.1 | 2 | -6 | 1 | -9
COC(=O)c1ccc(C(=O)OC)c(NC(=O)COC(=O)C2CCC(C(C)(C)C)CC2)c1 (stereo not given)
→ 11 | 5 | 0 | 0.89 | 0.92 | 11 | 19 | 15 | 8
COc1ccc(/C(N)=N/OC(=O)c2ccco2)cc1
→ -2 | 3 | -1 | 1 | 0.95 | 10 | 1 | 14 | 5
Cc1cc(/C=C2\SC(=Nc3ccc(N4CCOCC4)cc3)N(C)C2=O)c(C)n1-c1cccnc1
→ 12 | 19 | 0 | 0.88 | 1 | -6 | 21 | 8 | 0
Cc1cnc(C(=O)N(CC(C)C)c2c(N)n(CC(C)C)c(=O)[nH]c2=O)cn1
→ 1 | -2 | 7 | 0.99 | 1 | 8 | 1 | 19 | -2
COC(=O)c1ccccc1N=Nc1c(N)n[nH]c1N
→ 11 | -41 | -12 | 0.89 | 0.84 | -14 | -2 | 14 | 16
CN1CCN(CCCNC(=O)c2cc3c(=O)oc4ccccc4c3s2)CC1
→ 3 | -13 | -16 | 0.97 | 1.1 | -23 | -5 | 5 | -10
Cc1cc(N2C(=O)C(O)=C(C(=O)c3ccc(C)o3)C2c2cccc(Oc3ccccc3)c2)no1 (stereo not given)
→ -18 | 11 | 3 | 1.2 | 0.94 | 2 | 13 | 17 | 6
CCCS(=O)(=O)N1CCCC(C(=O)NCCN2CCC(Cc3ccccc3)CC2)C1 (stereo not given)
→ -9 | -2 | -12 | 1.1 | 1.1 | -7 | 1 | 8 | -9
COc1ccc(-c2occ(C(=O)O)c2C(=O)O)cc1
→ 5 | 8 | -5 | 0.95 | 0.95 | -5 | -15 | -1 | 5
COc1ccc(-c2csc(C3=C(O)CN(C(C)C)C3=N)n2)cc1OC
→ 9 | 7 | 8 | 0.91 | 0.95 | 8 | 2 | -1 | 5
Cc1ccc(CN(C)C(=O)c2ccc(S(=O)(=O)N3CCCCCC3)cc2)o1
→ -3 | 25 | 3 | 1 | 1 | 2 | 20 | 18 | 0
COC1CCCN(Cc2nc(Cc3ccccc3F)no2)C1 (stereo not given)
→ -1 | -6 | -25 | 1 | 1.1 | 14 | -2 | 5 | -10
Cc1ccc(CN(C)C(=O)c2cccc(S(=O)(=O)N3CCCC3)c2)o1
→ 15 | 4 | -6 | 0.85 | 0.96 | -1 | -7 | 10 | 4
O=C(CCCOc1ccccc1)Nc1cccc(S(=O)(=O)N2CCCCCC2)c1
→ -25 | 9 | 9 | 1.3 | 1.2 | 6 | 1 | 16 | -21
CC(=O)N(c1nc(/C=C\C(=O)O)cs1)c1ccccc1F
→ 14 | -9 | 3 | 0.86 | 1 | 15 | -15 | -8 | -2
CCOC(=O)CCCc1sc(N)nc1-c1[nH]c(=O)[nH]c1C
→ 3 | 7 | -4 | 0.97 | 0.64 | -4 | 2 | 10 | 36
COc1ccccc1/C=C1\C(=O)Nc2ccccc21
→ 21 | 31 | 1 | 0.79 | 0.93 | 35 | -1 | 37 | 7
CCOc1cc2c(cc1OC)C(c1cccc([N+](=O)[O-])c1)NCC2 (stereo not given)
→ -8 | 15 | 0 | 1.1 | 1.1 | 0 | 7 | 32 | -6
O=C(c1cc([N+](=O)[O-])[nH]n1)N1CCSCC1
→ -6 | -8 | -1 | 1.1 | 1.1 | -10 | 5 | -11 | -6
OCCN(CCO)c1ccc2ccccc2c1
→ 14 | 0 | -3 | 0.86 | 1 | 8 | 8 | -5 | 0
Cc1ccc(O)c(-c2cc(C(=O)Nc3cccnc3)[nH]n2)c1
→ -93 | 5 | -1 | 1.9 | 0.98 | 10 | -12 | -5 | 2
CCOC(=O)CC(=O)NC(CC(=O)OC)c1ccc(C(C)C)cc1 (stereo not given)
→ -2 | -14 | 0 | 1 | 1.1 | -15 | 5 | 1 | -11
